Assay outcomes (PubChem BioAssay)
pCIP destab: p/CIP-EGFP fusion destabilizers, primary screen, fluorescence, F442A cells. Q05BA5. 16 h. decrease of EGFP signal, % at 10 µM. 290,000 tested, 0.01% active. AID 1984, 2009;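 active = EGFP signal decrease of at least 30% at 10 µM or well 3 SD below plate mean, unless failing retest; inactive = the rest, including hits failing retest or dose response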; also: some compounds called inactive have numbers as strong as hits; many of its hits are not listed in these tables
Target sequence (Q05BA5 1-1403): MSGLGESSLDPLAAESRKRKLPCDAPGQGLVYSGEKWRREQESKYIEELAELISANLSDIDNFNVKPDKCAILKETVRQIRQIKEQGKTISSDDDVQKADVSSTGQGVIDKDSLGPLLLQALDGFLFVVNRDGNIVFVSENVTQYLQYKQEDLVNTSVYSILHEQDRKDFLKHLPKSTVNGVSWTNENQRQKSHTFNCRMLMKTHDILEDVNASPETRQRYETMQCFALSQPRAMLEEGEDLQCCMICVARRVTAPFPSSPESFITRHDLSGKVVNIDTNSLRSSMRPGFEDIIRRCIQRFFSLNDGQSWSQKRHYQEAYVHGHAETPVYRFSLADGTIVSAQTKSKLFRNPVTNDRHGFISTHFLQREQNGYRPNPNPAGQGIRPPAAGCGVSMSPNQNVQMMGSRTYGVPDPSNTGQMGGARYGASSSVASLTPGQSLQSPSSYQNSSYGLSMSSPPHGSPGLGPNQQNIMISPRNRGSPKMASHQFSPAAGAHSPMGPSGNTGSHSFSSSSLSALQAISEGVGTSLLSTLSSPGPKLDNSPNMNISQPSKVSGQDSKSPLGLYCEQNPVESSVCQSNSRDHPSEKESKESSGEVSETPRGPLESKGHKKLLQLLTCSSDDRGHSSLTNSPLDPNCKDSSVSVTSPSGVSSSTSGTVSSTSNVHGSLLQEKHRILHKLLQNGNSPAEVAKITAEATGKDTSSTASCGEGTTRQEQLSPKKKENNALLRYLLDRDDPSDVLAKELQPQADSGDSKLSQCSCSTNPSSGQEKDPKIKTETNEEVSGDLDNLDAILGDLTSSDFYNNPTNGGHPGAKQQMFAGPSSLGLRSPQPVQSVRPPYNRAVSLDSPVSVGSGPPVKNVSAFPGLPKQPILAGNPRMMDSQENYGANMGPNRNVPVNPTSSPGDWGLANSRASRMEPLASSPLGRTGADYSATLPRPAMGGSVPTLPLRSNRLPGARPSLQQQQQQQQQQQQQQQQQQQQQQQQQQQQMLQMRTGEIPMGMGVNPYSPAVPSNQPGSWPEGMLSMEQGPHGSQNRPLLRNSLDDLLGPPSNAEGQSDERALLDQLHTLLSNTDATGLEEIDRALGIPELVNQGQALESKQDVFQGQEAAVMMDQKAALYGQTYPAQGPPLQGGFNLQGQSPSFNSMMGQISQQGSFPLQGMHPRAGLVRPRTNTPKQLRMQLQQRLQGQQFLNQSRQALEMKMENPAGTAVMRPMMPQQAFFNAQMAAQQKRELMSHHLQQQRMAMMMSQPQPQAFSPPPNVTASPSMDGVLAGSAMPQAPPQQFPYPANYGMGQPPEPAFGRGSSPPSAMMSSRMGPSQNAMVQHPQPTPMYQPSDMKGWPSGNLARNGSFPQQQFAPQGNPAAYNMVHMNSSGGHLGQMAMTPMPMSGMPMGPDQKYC
IDE act: human IDE activators in live cells, primary screen, fluorescence polarization, HEK cells, FAbeta-B substrate. Insulin-degrading enzyme (Homo sapiens), P14735. FAbeta-B cleavage; 0% vehicle, 100% cell-free pure enzyme wells. activation, % at 5.96 µM. 340,000 tested, 0.073% active;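 active = activation above the mean of all tested compounds plus 3 SD, set per screening campaign, cut at about 17% in these data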
IMP-1 inhibitor: IMP-1 metallo-beta-lactamase inhibitors, primary screen, biochemical, epi-absorbance readout, Pseudomonas aeruginosa enzyme; AID 1556, 2009; metallo-beta-lactamase IMP-1 (Pseudomonas aeruginosa); inhibition, % at 5.6 µM; 290,000 tested, 0.45% active; purified IMP-1, nitrocefin hydrolysis, epi-absorbance fluorescence;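 active = inhibition above the mean plus 3 SD of all compounds in the same screening run, cut at about 4.5% in these data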;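 also: 0% = IMP-1 with DMSO and 100% = DMSO wells lacking enzyme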
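assay system = purified recombinant IMP-1 metallo-beta-lactamase enzyme | schedule = 15 min preincubation plus 25 min reaction at 25 °C | signal = Epi-absorbance fluorescence, 480 nm excitation, 530 nm emission | read-out basis = percent inhibition from optical density relative to buffer-blank wells | controls = IMP-1 with DMSO as 0%, enzyme-free DMSO as 100%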
VIM-2 inhibitor: VIM-2 metallo-beta-lactamase inhibitors, primary screen, biochemical, epi-absorbance readout, Pseudomonas aeruginosa enzyme; AID 1527, 2009; 290,000 tested, 0.89% active; inhibition, % at 5.6 µM; purified VIM-2, nitrocefin hydrolysis, epi-absorbance fluorescence;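 active = inhibition above the mean of all tested compounds plus 3 SD, cutoff set per screening run, cut at about 7.5% in these data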;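 also: red hydrolysis product quenches plate fluorescence so inhibitors raise well fluorescence; 0% = enzyme with DMSO and 100% = DMSO without enzyme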
NALP1 inh: NALP1 inflammasome inhibitors in reconstituted yeast, colorimetric, S. cerevisiae, triplicate retest. S. cerevisiae NALP1/ASC/caspase-1 growth, X-gal OD620, 72 h. inhibition, % at 10 µM. 280,000 tested, 0.61% active; in the data active = inhibition mostly above about 24%, no sharp cut-off; inactive = mostly below about 32%; also: some compounds called inactive have numbers as strong as hits
GPR7 antag: GPR7 receptor antagonists, primary screen, cell-based, fluorescence, single concentration; AID 1861, 2009; GPR7-expressing cells, fluorescence antagonist assay; Neuropeptides B/W receptor type 1 (Homo sapiens), P48145; 290,000 tested, 1.1% active; inhibition, % at 4.4 µM; in the data active = inhibition above about 16%, passing the limit was not always enough;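 also: cells stimulated with the agonist NPW; 0% = agonist with vehicle and 100% = vehicle without agonist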
IDE cell inh: human IDE inhibitors in live cells, primary screen, fluorescence polarization, HEK cells, FAbetaB substrate. FAbetaB cleavage. inhibition, % at 5.59 µM. 320,000 tested, 0.41% active. AID 434962, 2010;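 active = percent inhibition above the average of all tested compounds plus 3 SD, set per screening campaign, cut at about 16% in these data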;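 also: IDE supplied by intact live HEK cells; FP after avidin binding of uncleaved biotin substrate so inhibition keeps polarization high; 0% = DMSO wells and 100% = 60 µM reference IDE inhibitor Ii1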
PHOSPHO1 block: PubChem AID 1565 | inhibition, % at 13.3 µM | 290,000 tested, 1.1% active | recombinant PHOSPHO1, absorbance phosphatase assay; in the data active = inhibition above about 60%
M18AAP inhibitor: PfM18AAP inhibitors, malaria aminopeptidase, primary screen, biochemical, QFRET, recombinant enzyme. 290,000 tested, 1.2% active. AID 1822, 2009. inhibition, % at 7.35 µM. H-Glu-NHMec fluorogenic cleavage. M18 aspartyl aminopeptidase (Plasmodium falciparum 3D7);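 active = inhibition above the campaign mean inhibition over all tested compounds plus 3 SD, cut at about 28% in these data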;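 also: 0% = plate median of test compound wells and 100% = 2 mM ZnCl2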
* marks the source's active call; other numbers are inactive results; . = no result given.

1: Cn1nc(C(C)(C)C)cc1C(=O)NNC(=O)c1ccccc1Cl
2: Cc1cc(NS(=O)(=O)c2ccc(NC(=S)NCc3ccccc3)cc2)no1
3: CCOC(=O)c1ccc(NC(=S)NCC(O)c2ccccc2)cc1 (configuration not stated)
4: CCOc1ccc(C2C(C#N)=C(N)N3C(=C2C#N)Sc2ccccc23)cc1 (configuration not stated)
5: COC(=O)Cn1c(=NC(=O)CN2C(=O)CCC2=O)sc2cc(S(N)(=O)=O)ccc21
6: O=Cc1sc(=O)n(Cc2cccc(C(=O)O)c2)c1Cl
assay / entry	1	2	3	4	5	6
PHOSPHO1 block	36	4	35	-25	-18	11
GPR7 antag	-10	-14	-1	.	1	-7
IDE cell inh	0	-1	3	-1	-3	-4
NALP1 inh	-1	17	8	23	37	9
VIM-2 inhibitor	-4.7	-1.2	1.9	.	-2.2	-0.5
IMP-1 inhibitor	-4.5	-1.8	-0.3	.	-2.7	0.7
pCIP destab	-4	5	-1	1	6	-24
IDE act	-4	2	0	0	-7	-5
M18AAP inhibitor	-2	-4	6	.	3	-55

7: Cc1nc(SCC(=O)c2ccc(F)c(F)c2)[nH]c(=O)c1Oc1ccc(F)cc1
8: CS(=O)(=O)N(CCc1ccccc1)CC(=O)Nc1ccc2c(c1)OCO2
9: O=C(c1cccc(COCC(F)(F)C(F)F)c1)N1CCN(c2ccccc2)CC1
10: Cc1cccc(SCC(=O)Nc2ccccc2[N+](=O)[O-])c1
11: Cn1c(=O)oc2cc(S(=O)(=O)N3CCN(c4ccccc4)CC3)ccc21
12: Cc1cccc2sc(N(CCCN(C)C)C(=O)c3ccc4ncsc4c3)nc12
assay / entry	7	8	9	10	11	12
PHOSPHO1 block	45	5	-3	23	2	30
GPR7 antag	-11	-8	5	-15	-17	26*
IDE cell inh	2	3	1	6	3	4
NALP1 inh	14	.	-1	13	6	8
VIM-2 inhibitor	-2.6	-2.6	-4.3	-1.5	-1.8	-0.9
IMP-1 inhibitor	-0.6	-3.9	-2.1	-2.2	-3.6	-1.4
pCIP destab	-10	-3	-21	-4	-16	0
IDE act	7	4	10	-1	-7	4
M18AAP inhibitor	3	-4	3	1	1	14

13: COC(=O)COc1ccc(NS(=O)(=O)c2cccc([N+](=O)[O-])c2)cc1
14: CCOC(=O)c1c(S(=O)(=O)N2CCCC(C(=O)Nc3ncccc3C)C2)c(C)n(C)c1C (configuration not stated)
15: COc1ccc(-c2c(C(C)=O)c(C)nc3sc4c(=O)n(-c5ccc(C)cc5)nnc4c23)cc1
16: O=c1c2nnn(Cc3ccc(Cl)cc3)c2ncn1Cc1ccc(F)cc1
17: CCCCSc1nnc2c(n1)[nH]c1ccccc12
18: O=C(NC(=S)NCc1nc2ccccc2[nH]1)c1ccc(F)cc1
assay / entry	13	14	15	16	17	18
PHOSPHO1 block	23	58	-5	4	19	32
GPR7 antag	-13	-8	-2	-11	9	7
IDE cell inh	3	2	8	-2	-4	-9
NALP1 inh	26	3	9	24	14	-5
VIM-2 inhibitor	-2.1	-1.4	-2.0	-0.8	-0.1	-3.1
IMP-1 inhibitor	-1.8	-4.0	-2.1	-0.7	2.6	-2.5
pCIP destab	1	-2	8	-8	3	-1
IDE act	7	3	-8	-1	1	4
M18AAP inhibitor	4	-1	-2	4	-8	-11

19: COCCn1c(-c2ccc(OC)cc2)cnc1SCC(=O)Nc1cccc2ccccc12
20: CC1=C(C(=O)OCc2ccccc2)C(c2ccco2)n2ncnc2N1 (configuration not stated)
21: Cn1c(SCC(=O)NCc2ccccc2)nnc1C1CC1
22: O=C(COC(=O)/C=C/c1cccc(C(F)(F)F)c1)Nc1cccc2ccccc12
23: O=C(NCc1ccco1)c1ccc(Cn2cc([N+](=O)[O-])cn2)o1
24: O=C(Cc1cccc2ccccc12)Nc1ccc2oc(-c3ccccc3)nc2c1
assay / entry	19	20	21	22	23	24
PHOSPHO1 block	25	6	7	-11	8	11
GPR7 antag	6	2	-6	0	-6	-2
IDE cell inh	0	3	3	3	1	-3
NALP1 inh	34	.	-12	0	1	20
VIM-2 inhibitor	-1.7	-1.6	-2.6	1.6	-4.0	-1.9
IMP-1 inhibitor	-4.0	-1.2	-3.3	-0.3	-1.3	3.7
pCIP destab	5	0	-12	-12	-3	-4
IDE act	6	-4	8	4	4	0
M18AAP inhibitor	5	-5	2	-7	2	2

25: Cn1c(C(=O)N2CCOCC2)cc2c(=O)n3ccccc3nc21
26: CNc1cccc2c1C(=O)c1ccccc1C2=O
27: CC1(C)Cc2c(sc(NC(=O)C3CC(Cl)=CCC3C(=O)O)c2C#N)CO1 (configuration not stated)
28: COc1ccc(CN2CCN(C(=O)c3cccs3)CC2)c(OC)c1OC
assay / entry	25	26	27	28
PHOSPHO1 block	4	9	16	-1
GPR7 antag	-4	-9	-8	-7
IDE cell inh	6	8	4	0
NALP1 inh	-6	3	-7	6
VIM-2 inhibitor	-0.9	0.7	-1.8	-1.2
IMP-1 inhibitor	-4.1	-3.6	-4.2	-1.1
pCIP destab	-3	-13	24	-10
IDE act	-1	6	-4	-1
M18AAP inhibitor	-2	2	2	-9

Grouped by structure, the compounds so far with a halogen.
1: Cn1nc(C(C)(C)C)cc1C(=O)NNC(=O)c1ccccc1Cl
6: O=Cc1sc(=O)n(Cc2cccc(C(=O)O)c2)c1Cl
7: Cc1nc(SCC(=O)c2ccc(F)c(F)c2)[nH]c(=O)c1Oc1ccc(F)cc1
9: O=C(c1cccc(COCC(F)(F)C(F)F)c1)N1CCN(c2ccccc2)CC1
16: O=c1c2nnn(Cc3ccc(Cl)cc3)c2ncn1Cc1ccc(F)cc1
18: O=C(NC(=S)NCc1nc2ccccc2[nH]1)c1ccc(F)cc1
22: O=C(COC(=O)/C=C/c1cccc(C(F)(F)F)c1)Nc1cccc2ccccc12
27: CC1(C)Cc2c(sc(NC(=O)C3CC(Cl)=CCC3C(=O)O)c2C#N)CO1 (configuration not stated)
assay / entry	1	6	7	9	16	18	22	27
PHOSPHO1 block	36	11	45	-3	4	32	-11	16
GPR7 antag	-10	-7	-11	5	-11	7	0	-8
IDE cell inh	0	-4	2	1	-2	-9	3	4
NALP1 inh	-1	9	14	-1	24	-5	0	-7
VIM-2 inhibitor	-4.7	-0.5	-2.6	-4.3	-0.8	-3.1	1.6	-1.8
IMP-1 inhibitor	-4.5	0.7	-0.6	-2.1	-0.7	-2.5	-0.3	-4.2
pCIP destab	-4	-24	-10	-21	-8	-1	-12	24
IDE act	-4	-5	7	10	-1	4	4	-4
M18AAP inhibitor	-2	-55	3	3	4	-11	-7	2
